Screening data from PubChem BioAssay.
NFkB binder: binds human NF-kappa-B p105 on microarray; P19838; Small molecule microarray, anti-His fluorescence binding; calls only; 1.3% of 17,000 active; AID 624139;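 active = spot fluorescence over background significantly raised, with a chance value under 7% in all four replicate spots of the compound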;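 also: probe protein is his-tagged human p50 processed subunit at 1 µg/ml; raw spot fluorescence signals with no normalization applied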
Target sequence (P19838 1-433 limits assumed): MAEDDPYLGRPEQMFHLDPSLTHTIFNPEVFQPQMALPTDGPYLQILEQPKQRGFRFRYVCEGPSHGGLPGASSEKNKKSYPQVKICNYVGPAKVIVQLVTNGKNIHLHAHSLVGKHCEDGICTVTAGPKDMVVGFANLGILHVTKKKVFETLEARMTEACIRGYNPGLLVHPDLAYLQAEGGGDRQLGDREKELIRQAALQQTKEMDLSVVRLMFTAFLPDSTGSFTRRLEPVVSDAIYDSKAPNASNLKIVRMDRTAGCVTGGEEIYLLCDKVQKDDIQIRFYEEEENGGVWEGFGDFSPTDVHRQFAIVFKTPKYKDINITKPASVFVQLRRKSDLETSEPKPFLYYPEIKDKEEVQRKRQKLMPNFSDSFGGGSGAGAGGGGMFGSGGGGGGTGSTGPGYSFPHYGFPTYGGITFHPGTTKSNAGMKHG
Calls only; i = inactive; + = active, no number.

SMILES | NFkB binder
C[C@@H]1CCCCO[C@@H](CN(C)C(=O)Nc2ccccc2)[C@H](C)CN([C@@H](C)CO)C(=O)c2cc(N(C)C)ccc2O1 | i
C[C@H](CO)N1C[C@H](C)[C@@H](CN(C)Cc2ccccc2)OCCCC[C@H](C)Oc2ccc(NC(=O)CCCN(C)C)cc2C1=O | i
COc1ccc(S(=O)(=O)N(C)C[C@H]2Oc3ccc(NC(=O)c4ccncc4)cc3C(=O)N([C@H](C)CO)C[C@H]2C)cc1 | i
[C-]#[N+]/C(C#N)=C\c1cc(C(C)(C)C)c(O)c(C(C)(C)C)c1 | i
COc1ccc(NC(=O)Nc2ccc3c(c2)C(=O)N([C@@H](C)CO)C[C@@H](C)[C@H](CN(C)S(=O)(=O)c2cn(C)cn2)O3)cc1 | i
C[C@@H]1CN([C@H](C)CO)C(=O)CCCn2cc(nn2)CO[C@@H]1CN(C)C(=O)Nc1ccc2c(c1)OCO2 | i
CCC(Sc1nc(C)cc(C)n1)C(=O)N1c2ccccc2Sc2ccccc21 (stereo not given) | i
COC(=O)[C@@]1(CCS(=O)(=O)c2ccccc2)N=C(c2ccc(OCCCO)cc2)O[C@H]1c1ccccc1CN=[N+]=[N-] | i
C[C@H](CO)N1C[C@H](C)[C@H](CN(C)Cc2ccccc2)Oc2ncc(C#Cc3ccccc3)cc2C1=O | i
Cc1noc(C)c1NC(=O)Nc1ccc2c(c1)CC(=O)N([C@H](C)CO)C[C@@H](C)[C@@H](CN(C)S(=O)(=O)c1ccccc1)O2 | i
C[C@@H]1CN([C@H](C)CO)C(=O)c2cc(NC(=O)C3CC3)ccc2O[C@H]1CN(C)Cc1ccc(Cl)c(Cl)c1 | i
C[C@H](CO)N1C[C@H](C)[C@H](CN(C)S(C)(=O)=O)Oc2ncc(C#Cc3ccc(C(F)(F)F)cc3)cc2C1=O | i
COCCOC(=O)N1C(=O)[C@@]2(c3cc(C#Cc4ccc(OC)cc4)ccc31)[C@H](c1ccccc1OCCO)N1[C@H](c3ccccc3)[C@H](c3ccccc3)OC(=O)[C@H]1[C@@H]2C(N)=O | i
C[C@@H]1CN([C@H](C)CO)C(=O)CCCn2cc(nn2)CO[C@@H]1CN(C)Cc1ccc2cccnc2c1 | i
COc1ccccc1-c1coc2cc(OC)c(OC)c(OC)c2c1=O | i
COC(=O)c1c(NC(=O)COc2c(C)cccc2C)sc2c1CCCC2 | i
Cc1c(NC(=O)c2ccccc2N(C)S(=O)(=O)c2ccccc2)c(=O)n(-c2ccccc2)n1C | i
Cc1noc(C)c1NC(=O)Nc1ccc2c(c1)C(=O)N([C@@H](C)CO)C[C@@H](C)[C@H](CN(C)C(=O)C1CCCCC1)OCCCC[C@@H](C)O2 | i
COc1ccc(OC)c2c(=S)c3ccccc3[nH]c12 | i
CC(O)CNc1nc2c(c(=O)n(Cc3ccccc3F)c(=O)n2C)n1C (stereo not given) | i
COc1ccc(S(=O)(=O)N(C)C[C@H]2Oc3ccc(NC(=O)C4CC4)cc3C(=O)N([C@H](C)CO)C[C@@H]2C)cc1 | i
COc1ccc(C(N)=O)cc1NC(=O)CC(O)(C(F)(F)F)C(F)(F)F | i
C[C@H](CO)N1C[C@H](C)[C@H](CN(C)C(=O)Nc2ccc(C(F)(F)F)cc2)Oc2c(NC(=O)c3ccncc3)cccc2C1=O | i
Cc1noc(C)c1NC(=O)N(C)C[C@@H]1OCc2cn(nn2)CCCC(=O)N([C@H](C)CO)C[C@H]1C | i
CNC[C@H]1Oc2ccc(NC(=O)C3CC3)cc2CC(=O)N([C@H](C)CO)C[C@H]1C | i
C=C1C(=O)OC2CC3(C)CCC=C(CO)C3CC12 (stereo not given) | i
CC(C)NC(=O)Nc1ccc2c(c1)C(=O)N([C@@H](C)CO)C[C@H](C)[C@@H](CN(C)Cc1ccc(C(=O)O)cc1)OCCCC[C@@H](C)O2 | i
N#CCCn1cc(CO)c(-c2ccc(Cl)cc2)n1 | i
CCOc1ccc(-n2c(C)nnc2SCC(=O)Nc2ccc(Br)cc2F)cc1 | i
Cc1nnc(SCc2cc(=O)[nH]c(N3CCN(Cc4ccccc4)CC3)n2)s1 | i
C[C@H]1CN([C@@H](C)CO)C(=O)c2cccc(NC(=O)Nc3ccc4c(c3)OCO4)c2O[C@H]1CN(C)C(=O)Nc1ccc(C(F)(F)F)cc1 | i
C[C@@H]1CN([C@H](C)CO)C(=O)c2cc(NC(=O)NC3CCCCC3)ccc2O[C@@H]1CN(C)C(=O)NC1CCCCC1 | i
C[n+]1cc2c3c(ccc2c2ccc4cc5c(cc4c21)OCO5)OCO3 | i
CC(C)NC(=O)Nc1ccc2c(c1)C(=O)N([C@@H](C)CO)C[C@@H](C)[C@@H](CN(C)Cc1ccccc1)OCCCC[C@H](C)O2 | i
CCCn1c(=O)c(C)cn2nc(N)nc12 | i
C[C@@H]1CN([C@@H](C)CO)C(=O)Cc2cc(NC(=O)CCN3CCOCC3)ccc2O[C@@H]1CN(C)C | i
C[C@H](CO)N1C[C@H](C)[C@@H](CN(C)CC2CCCCC2)OCCCC[C@H](C)Oc2ccc(NS(=O)(=O)c3cccs3)cc2C1=O | i
COc1ccc(S(=O)(=O)Nc2ccc3c(c2)CC(=O)N([C@@H](C)CO)C[C@H](C)[C@@H](CN(C)Cc2ccc(C(F)(F)F)cc2)O3)cc1 | i
C[C@@H]1CN([C@@H](C)CO)C(=O)c2cc(NS(=O)(=O)c3ccccc3)ccc2O[C@@H](C)CCCCO[C@@H]1CN(C)C(=O)CCCN(C)C | i
C[C@@H]1CN([C@H](C)CO)C(=O)c2cccc(N(C)C)c2O[C@H]1CN(C)CC1CC1 | i
CC(C)NC(=O)N(C)C[C@@H]1Oc2ccc(NC(=O)CCC(F)(F)F)cc2CC(=O)N([C@H](C)CO)C[C@@H]1C | i
Cc1ccc(N(C(C)C(=O)Nc2ccc(Br)cc2F)S(C)(=O)=O)cc1C (stereo not given) | i
Cc1noc(C)c1NC(=O)N(C)C[C@@H]1Oc2c(NC(=O)c3cnccn3)cccc2C(=O)N([C@@H](C)CO)C[C@H]1C | i
O=C(NCc1ccc(F)cc1)[C@H]1C[C@H]2C(=O)N3CCC[C@H]3C(=O)N2[C@H]1c1cccc(OCCO)c1 | i
COc1ccc(-c2coc3cc(O[C@@H]4O[C@H](CO)[C@@H](O)[C@H](O)[C@H]4O)ccc3c2=O)cc1 | i
C[C@@H]1CN([C@H](C)CO)C(=O)Cc2cc(NC(=O)NC3CCCCC3)ccc2O[C@@H]1CN(C)C(=O)Nc1ccccc1 | i
C[C@@H]1CN([C@@H](C)CO)C(=O)c2cc(NC(=O)C3CCCCC3)ccc2O[C@H]1CN(C)Cc1ccc(C(=O)O)cc1 | i
O=C(NC(=S)Nc1ccc(Cl)c(C(=O)O)c1)c1cccc(COc2ccccc2)c1 | i
Cc1noc(C)c1NC(=O)N(C)C[C@H]1Oc2ccc(NC(=O)C3CC3)cc2C(=O)N([C@H](C)CO)C[C@H]1C | i
COCCSc1nnc(NC(=O)c2sc3ccccc3c2Cl)s1 | i
O=c1[nH]c(CSCCO)nc2c1C1(CCCCC1)Cc1ccccc1-2 | i
C[C@H]1CN([C@@H](C)CO)C(=O)c2cccc(NC(=O)c3ccc(-c4nccs4)cc3)c2O[C@@H]1CN(C)C(=O)Nc1ccccc1 | i
COCCOC(=O)N1C(=O)[C@@]2(c3cc(C#CC4(O)CCCCCC4)ccc31)[C@H](C(=O)N1CCN(c3ncccn3)CC1)[C@H]1C(=O)O[C@H](c3ccccc3)[C@H](c3ccccc3)N1[C@@H]2c1ccc(O)cc1 | i
C[C@H](CO)N1C[C@H](C)[C@@H](CN(C)C(=O)NC2CCCCC2)Oc2c(NC(=O)NC3CCCCC3)cccc2C1=O | i
C[C@@H]1CN([C@@H](C)CO)C(=O)c2cccc(NS(=O)(=O)c3ccccc3)c2O[C@@H]1CN(C)C(=O)Nc1ccccc1 | i
COc1ccc(CN(C)C[C@@H]2Oc3ccc(NC(=O)Nc4ccc(F)cc4)cc3CC(=O)N([C@H](C)CO)C[C@@H]2C)cc1 | i
O=C(Nc1ccccc1)NC1(c2cn(CC(=O)N3CCN(c4ccccc4)CC3)nn2)CCCCC1 | i
CCO[C@H]1OC(C(N)=O)=C[C@@H](c2ccc(Br)cc2)[C@@H]1CCCO | i
C[C@H](CO)N1C[C@H](C)[C@@H](CN(C)C(=O)Nc2cccc3ccccc23)Oc2c(cccc2N(C)C)C1=O | i
C[C@H](CO)N1C[C@H](C)[C@@H](CN(C)S(=O)(=O)c2cn(C)cn2)Oc2ccc(NC(=O)CCCN(C)C)cc2C1=O | i

Ordered by count of non-hydrogen atoms (ascending): part of the list above.
SMILES | NFkB binder
CCO[C@H]1OC(C(N)=O)=C[C@@H](c2ccc(Br)cc2)[C@@H]1CCCO | i
O=c1[nH]c(CSCCO)nc2c1C1(CCCCC1)Cc1ccccc1-2 | i
O=C(NC(=S)Nc1ccc(Cl)c(C(=O)O)c1)c1cccc(COc2ccccc2)c1 | i
Cc1noc(C)c1NC(=O)N(C)C[C@H]1Oc2ccc(NC(=O)C3CC3)cc2C(=O)N([C@H](C)CO)C[C@H]1C | i
C[C@H](CO)N1C[C@H](C)[C@@H](CN(C)S(=O)(=O)c2cn(C)cn2)Oc2ccc(NC(=O)CCCN(C)C)cc2C1=O | i
C[C@@H]1CN([C@@H](C)CO)C(=O)c2cccc(NS(=O)(=O)c3ccccc3)c2O[C@@H]1CN(C)C(=O)Nc1ccccc1 | i
COc1ccc(CN(C)C[C@@H]2Oc3ccc(NC(=O)Nc4ccc(F)cc4)cc3CC(=O)N([C@H](C)CO)C[C@@H]2C)cc1 | i

Some of the entries so far, with each value named.
> Cc1noc(C)c1NC(=O)N(C)C[C@H]1Oc2ccc(NC(=O)C3CC3)cc2C(=O)N([C@H](C)CO)C[C@H]1C
- NFkB binder = i

> C[C@H](CO)N1C[C@H](C)[C@@H](CN(C)S(=O)(=O)c2cn(C)cn2)Oc2ccc(NC(=O)CCCN(C)C)cc2C1=O
- NFkB binder = i

> O=C(NC(=S)Nc1ccc(Cl)c(C(=O)O)c1)c1cccc(COc2ccccc2)c1
- NFkB binder = i

Later entries:
SMILES | NFkB binder
C[C@@H]1CN([C@@H](C)CO)C(=O)c2cc(NC(=O)Cc3ccccc3)ccc2O[C@H]1CN(C)C(=O)Nc1ccc2c(c1)OCO2 | i
Cc1ccc(S(=O)(=O)Nc2cc(S(=O)(=O)c3ccc(C)cc3)c(O)c3ccccc23)cc1 | i
COc1ccc(NC(=O)N(C)C[C@@H]2Oc3c(NS(=O)(=O)c4c(C)noc4C)cccc3C(=O)N([C@H](C)CO)C[C@@H]2C)cc1 | i
O=C(Nc1ccccc1)C1=C[C@H](C2CCCCC2)C[C@H](OCc2ccc(CO)cc2)O1 | i
COC(=O)c1c(NC(=O)CCC(=O)O)sc2c1CC(C)(C)OC2 | i
Cc1cccc(NC(=O)CN2C(=O)CNC2=O)c1 | i
CCCC(O)C#Cc1cnc2c(c1)C(=O)N([C@H](C)CO)C[C@H](C)[C@H](CN(C)S(=O)(=O)c1ccccc1)O2 (stereo not given in full) | i
C[C@@H]1CN([C@H](C)CO)C(=O)c2cccc(NC(=O)c3ccc(-c4nccs4)cc3)c2O[C@@H]1CN(C)C(=O)Nc1ccccc1 | i
C[C@@H]1CN([C@@H](C)CO)C(=O)Cc2cc(NS(C)(=O)=O)ccc2O[C@H]1CN(C)C(=O)Nc1ccccc1 | i
C[C@H](CO)N1C[C@H](C)[C@@H](CN(C)Cc2ccc3c(c2)OCO3)OCCCC[C@H](C)Oc2ccc(NS(=O)(=O)c3ccccc3)cc2C1=O | i
O=C(COc1ccc(Br)cc1)Nc1ccc(Cl)c(-c2nc3ncccc3o2)c1 | i
C[C@H]1CN([C@@H](C)CO)C(=O)c2cccc(NC(=O)c3nc4ccccc4s3)c2O[C@@H]1CN(C)C(=O)NC1CCCCC1 | i
Cc1noc(C)c1NC(=O)Nc1ccc2c(c1)C(=O)N([C@@H](C)CO)C[C@@H](C)[C@H](CN(C)C(=O)C1CCCCC1)OCCCC[C@H](C)O2 | +
C[C@@H]1CN([C@H](C)CO)C(=O)c2cccc(NC(=O)Nc3ccc(C(F)(F)F)cc3)c2O[C@H]1CN(C)S(=O)(=O)c1ccccc1 | i
CCCCc1cc2ccccc2c(OCCN(C)C)n1 | i
COc1ccc(-c2cn(CC(=O)N3CCOCC3)nn2)cc1OC | i
COc1ccc(S(=O)(=O)Nc2ccc3c(c2)CC(=O)N([C@@H](C)CO)C[C@@H](C)[C@@H](CN(C)S(=O)(=O)c2cn(C)cn2)O3)cc1 | i
COc1ccc(S(=O)(=O)N(C)CC(=O)Nc2cc(Cl)c(Cl)cc2Cl)cc1 | i
C[C@@H]1CCCCO[C@@H](CN(C)S(=O)(=O)c2cn(C)cn2)[C@@H](C)CN([C@H](C)CO)C(=O)c2cc(N(C)C)ccc2O1 | i
C[C@H](CO)N1C[C@H](C)[C@@H](CN(C)S(C)(=O)=O)OCCCC[C@H](C)Oc2ccc(NS(=O)(=O)c3ccccc3)cc2C1=O | i
C[C@@H]1CN([C@H](C)CO)C(=O)c2cccc(NS(=O)(=O)c3ccccc3)c2O[C@H]1CN(C)C(=O)Nc1cccc2ccccc12 | i
COC(=O)c1ccsc1NC(=O)c1ccsc1NC(=O)c1cccnc1 | i
CC1(C)CCC[C@]2(C)C1CC=C(CO)[C@H]2CC/C(=C/CO)CO (stereo not given in full) | i
C[C@@H]1CN([C@H](C)CO)C(=O)c2cc(NC(=O)NC3CCCCC3)ccc2O[C@H]1CN(C)Cc1ccncc1 | i
COc1cccc(C(=O)NC(c2ccccc2OC)c2c(O)ccc3ccccc23)c1 (stereo not given) | i
Cc1ccc(-n2c(SCC(=O)Nc3ccc(C(N)=O)cc3)nnc2-c2ccc(Cl)cc2)cc1 | i
CCOC(=O)NC(=O)CSc1ccccn1 | i
O=C(CCc1nc2ccccc2[nH]1)Nc1ccc(F)cc1 | i
O=C(C1=C[C@@H](c2ccc(C(F)(F)F)cc2)C[C@@H](OCc2ccc(CO)cc2)O1)N1CCCCCCC1 | i
c1ccc(-c2ccc(C(c3ccccc3)n3ccnc3)cc2)cc1 (stereo not given) | i
Clc1ccc2c(c1)nc(SCc1nnc(-c3ccccc3)o1)n2C1CCCCC1 | i

An excerpt (hit frequency here may not be typical).
